High-throughput results (PubChem)
aGal spleen mod: inhibitors or activators of human alpha-galactosidase in spleen homogenate | AID 2107 | Potency, µM (titrated, usually from 80 µM), inactives show at the highest dose activity change, negative = inhibition, most hits filed as inhibitors | 240,000 tested, 0.008% active | human spleen homogenate, 4MU-alpha-Gal fluorescence, 40 min;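 further: 0% = enzyme with vehicle and -100% = no enzyme basal signal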
Target sequence (P06280 32-429 limits assumed): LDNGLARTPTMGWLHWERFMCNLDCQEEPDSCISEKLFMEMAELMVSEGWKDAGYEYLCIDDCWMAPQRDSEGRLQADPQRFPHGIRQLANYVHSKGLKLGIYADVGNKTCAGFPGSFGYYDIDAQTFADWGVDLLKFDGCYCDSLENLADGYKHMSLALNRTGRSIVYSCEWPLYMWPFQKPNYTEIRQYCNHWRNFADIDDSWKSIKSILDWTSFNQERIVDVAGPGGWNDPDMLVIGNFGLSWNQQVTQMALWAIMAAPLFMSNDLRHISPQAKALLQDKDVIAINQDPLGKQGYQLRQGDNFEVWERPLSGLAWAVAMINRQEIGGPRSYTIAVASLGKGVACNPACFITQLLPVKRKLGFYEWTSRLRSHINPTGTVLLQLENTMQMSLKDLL
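Spleen homogenate 1 ug + cpd (titration) + 4-MU-alpha-D-galactopyranoside 1 mM; 37C 40 min; 50 mM citrate/phosphate pH 5.0, 0.01% Tween-20; stop pH 10; fluorescence 365/440; AC50 via Hill.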
GAA spleen mod: inhibitors or activators of human alpha-glucosidase in spleen homogenate; P10253; human spleen homogenate, 4-MU-alpha-glucoside fluorescence; Potency, µM (titrated, usually from 79.9 µM), inactives show at the highest dose activity change, negative = inhibition, actives largely listed as inhibitors; 240,000 tested, 0.006% active; AID 2112;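 further: 0% = enzyme with vehicle and -100% = no enzyme basal signal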
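Enzyme source: human spleen homogenate, 1 ug/well. Buffer 50 mM citric acid/K phosphate pH 5.0, 0.01% Tween-20. 4-MU-alpha-glucoside 1 mM; 37 C x 40 min; NaOH/glycine stop; fluorescence.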
An asterisk follows results filed as active. The call rests on the fitted dose curve; in most records, active means well fitted curve in the direction sought with a large enough effect; inconclusive means small, poorly fitted or top-dose-only effect, or another doubt; inactive means no such curve, though single readings can be large; an effect the other way counts as inactive or inconclusive. Potency means the concentration at half of the fitted maximal effect.

1	CC[C@H](C)[C@H](NC(=O)[C@H](Cc1ccc(O)cc1)NC(=O)[C@H](Cc1cnc[nH]1)NC(=O)[C@H](CCCNC(=N)N)NC(=O)[C@H](CC(C)C)NC(=O)[C@H](C)NC(=O)[C@H](CO)NC(=O)[C@H](Cc1ccc(O)cc1)NC(=O)[C@H](Cc1ccc(O)cc1)NC(=O)[C@H](CCCNC(=N)N)NC(=O)[C@H](C)NC(=O)[C@H](CC(C)C)NC(=O)[C@H](CC(=O)O)NC(=O)[C@H](CCC(=O)O)NC(=O)[C@H](C)NC(=O)[C@@H]1CCCN1C(=O)[C@H](C)NC(=O)[C@H](CC(=O)O)NC(=O)[C@H](CCC(=O)O)NC(=O)CNC(=O)[C@@H]1CCCN1C(=O)[C@H](CC(N)=O)NC(=O)[C@H](CC(=O)O)NC(=O)[C@@H]1CCCN1C(=O)[C@H](CCCCN)NC(=O)[C@@H](N)CO)C(=O)N[C@@H](CC(N)=O)C(=O)N[C@@H](CC(C)C)C(=O)N[C@H](C(=O)N[C@H](C(=O)N[C@@H](CCCNC(=N)N)C(=O)N[C@@H](CCC(N)=O)C(=O)N[C@@H](CCCNC(=N)N)C(=O)N[C@@H](Cc1ccc(O)cc1)C(N)=O)[C@@H](C)O)[C@@H](C)CC
2	C[C@H](C(=O)O)c1ccc2cc(O)ccc2c1
3	COC(=O)C1CC1[C@H](NC(=O)c1cccnc1)c1ccccc1 (stereo partly drawn)
4	COC(=O)C1=C[C@@H](C(=O)OC)C2C3=C(C(=O)[C@@]2(C)NC(=O)c2ccccc2)[C@H](C)[C@@H]2C(=O)NC(=O)[C@@H]2[C@@H]3C1 (stereo partly drawn)
5	O=C(NCc1ccccn1)C1(C(F)(F)F)CC(CCCO)CCCO1 (stereo not drawn)
6	Cc1ccc(-c2ccc(C3C4C=CCC(C)C4C(=O)N3Cc3ccccc3)c(F)c2)cc1 (stereo not drawn)
7	C[C@@H](O)C(N)C(=O)O (stereo partly drawn)
8	CC(=O)OCON[N+]([O-])=NC(C)C

assay / compound	1	2	3	4	5	6	7	8
aGal spleen mod	-6%	14%	-6%	18%	-4%	-7%	0%	0%
GAA spleen mod	-8%	8%	-7%	6%	-6%	1%	2%	-5%

Retrieved by compound from the list above:
3	COC(=O)C1CC1[C@H](NC(=O)c1cccnc1)c1ccccc1 (stereo partly drawn)
7	C[C@@H](O)C(N)C(=O)O (stereo partly drawn)

assay / compound	3	7
aGal spleen mod	-6%	0%
GAA spleen mod	-7%	2%

Some of the entries above in another layout:
nr | Compound | aGal spleen mod | GAA spleen mod
6 | Cc1ccc(-c2ccc(C3C4C=CCC(C)C4C(=O)N3Cc3ccccc3)c(F)c2)cc1 (stereo not drawn) | -7% | 1%
4 | COC(=O)C1=C[C@@H](C(=O)OC)C2C3=C(C(=O)[C@@]2(C)NC(=O)c2ccccc2)[C@H](C)[C@@H]2C(=O)NC(=O)[C@@H]2[C@@H]3C1 (stereo partly drawn) | 18% | 6%
8 | CC(=O)OCON[N+]([O-])=NC(C)C | 0% | -5%

Back to the main list, starting 2 compounds before the break.
7	C[C@@H](O)C(N)C(=O)O (stereo partly drawn)
8	CC(=O)OCON[N+]([O-])=NC(C)C
9	CCC1(CC)C(=O)C2=C3C1[C@H](C(=O)OC)C=C(C(=O)OC)C[C@H]3[C@H]1C(=O)N(Cc3ccccc3)C(=O)[C@H]1[C@H]2C (stereo partly drawn)
10	CC(C)(C)OC(=O)N1CCC[C@@H]1CO
11	CC1CC=CC2C1C(=O)N(Cc1ccccc1)C2c1ccc(F)c(Br)c1 (stereo not drawn)
12	COC(=O)C1=C[C@@H](C(=O)OC)C2C3=C(C(=O)C24CCCCC4)[C@H](C)n2c(=O)n(-c4ccccc4)c(=O)n2[C@@H]3C1 (stereo partly drawn)
13	CC(=O)O[C@@H]1[C@@H](O)CN[C@@H]1Cc1ccccc1
14	COc1ccc(-c2cc(=O)c3c(O)cc(O)c(-c4cc(-c5cc(=O)c6c(O)cc(OC)cc6o5)ccc4OC)c3o2)cc1
15	NCCCC[C@H](NC(=O)[C@H](CCCN=C(N)N)NC(=O)[C@H](CO)NC(=O)[C@H](CCCN=C(N)N)NC(=O)[C@@H](N)Cc1ccc(O)cc1)C(=O)N[C@@H](Cc1ccc(O)cc1)C(=O)N[C@@H](CO)C(=O)N[C@@H](CO)C(=O)N[C@@H](Cc1c[nH]c2ccccc12)C(=O)N[C@@H](Cc1ccc(O)cc1)C(=O)O
16	CCCN1CCC(=O)N(C(CSc2ccc(OC)cc2)c2ccccc2)CC1 (stereo not drawn)

assay / compound	7	8	9	10	11	12	13	14	15	16
aGal spleen mod	0%	0%	7%	-5%	12%	7%	-2%	11%	5%	2%
GAA spleen mod	2%	-5%	-7%	2%	2%	-2%	12%	4%	0%	-1%

Remaining list, next part
Values run as follows: aGal spleen mod, GAA spleen mod
(17) O=C1N[C@@H]2[C@H](CCCCC(=O)Oc3ccc([N+](=O)[O-])cc3)SC[C@H]2N1
→ 3%, 2%
(18) C[C@H](N)C(=O)N[C@@H](CO)C(=O)N[C@H](C(=O)N[C@H](C(=O)N[C@H](C(=O)N[C@@H](CC(N)=O)C(=O)N[C@@H](Cc1ccc(O)cc1)C(=O)N[C@H](C(=O)O)[C@@H](C)O)[C@@H](C)O)[C@@H](C)O)[C@@H](C)O
→ 9%, 2%
(19) CNC(=S)NCCCCc1cnc[nH]1
→ 5%, -2%
(20) C[C@@H](C(=O)CC(=O)OC(C)(C)C)[C@@H](O)c1ccccc1
→ -4%, -10%
(21) COc1ccc(SCC(CC(C)C)N2CCN(CCc3ccccc3)CCC2=O)cc1 (stereo not drawn)
→ 0%, -8%
(22) COc1ccc(-c2nnc3n2N=C(c2c(OC)cccc2OC)CS3)cc1OC
→ 0%, 3%
(23) CC(C)[C@H](/C=C/C[Si](C)(C)C)[C@H](C)C(O)/C=C/CCCOC(=O)C(C)(C)C (stereo partly drawn)
→ -15%, -8%
(24) CSCC[C@H](NC(=O)[C@H](CC(C)C)NC(=O)[C@@H]1CCCN1C(=O)[C@H](Cc1ccccc1)NC(=O)[C@H](Cc1ccccc1)NC(=O)[C@H](CCC(N)=O)NC(=O)[C@H](CCC(N)=O)NC(=O)[C@@H]1CCCN1C(=O)[C@H](CCCCN)NC(=O)[C@@H]1CCCN1C(=O)[C@@H](N)CCCN=C(N)N)C(N)=O
→ 3%, -1%
(25) COc1cc(OC)c2c(c1C(CCN1CCCC(C)C1)c1ccc(N(C)C)cc1)OC(=O)CC2c1ccc(N(C)C)cc1 (stereo not drawn)
→ 6%, 3%
(26) Cc1ccc(SCC(c2ccccc2)N2CCN(CCc3ccccc3)CCC2=O)cc1 (stereo not drawn)
→ 1%, 7%

An excerpt from above in order of the GAA spleen mod value, smallest number first.
Values run as follows: aGal spleen mod, GAA spleen mod
(3) COC(=O)C1CC1[C@H](NC(=O)c1cccnc1)c1ccccc1 (stereo partly drawn)
→ -6%, -7%
(7) C[C@@H](O)C(N)C(=O)O (stereo partly drawn)
→ 0%, 2%
(22) COc1ccc(-c2nnc3n2N=C(c2c(OC)cccc2OC)CS3)cc1OC
→ 0%, 3%
(26) Cc1ccc(SCC(c2ccccc2)N2CCN(CCc3ccccc3)CCC2=O)cc1 (stereo not drawn)
→ 1%, 7%

Next results
Values run as follows: aGal spleen mod, GAA spleen mod
(27) COc1cccc(C2=Nn3c(nnc3-c3ccc(OC)c(OC)c3)SC2)c1
→ 4%, 14%
(28) COC(=O)C1=C[C@@H](C(=O)OC)[C@@H]2C3=C(C(=O)[C@@]2(C)NC(=O)c2ccccc2)[C@H](c2ccccc2)[C@@H]2C(=O)NC(=O)[C@@H]2[C@@H]3C1
→ 6%, -5%
(29) O=C1C[C@@H](c2ccc(O)c(O)c2)Oc2c1ccc(O[C@@H]1O[C@H](CO)[C@@H](O)[C@H](O)[C@H]1O)c2O
→ -1%, -27%
(30) COC(=O)C1=C[C@@H](C(=O)OC)C2C3=C(C(=O)[C@@]2(CC(C)C)NC(=O)c2ccccc2)[C@H](C)n2c(=O)n(C)c(=O)n2[C@@H]3C1 (stereo partly drawn)
→ -15%, 5%
(31) C[C@H]1[C@H](C)CC[C@]2(C=O)CC[C@]3(C)C(=CC[C@@H]4[C@@]5(C)C[C@@H](O)[C@H](O)[C@@](C)(CO)[C@@H]5CC[C@]43C)[C@H]12
→ -4%, 4%
(32) CC1CC=CC2C1C(=O)N(Cc1ccccc1)C2c1ccc(-c2ccc(F)cc2)cc1F (stereo not drawn)
→ 5%, 4%
(33) COc1ccc(S(=O)(=O)Nc2cc(OC)cc3cccnc23)cc1
→ -1%, -13%
(34) CCOC(=O)C1OC1C(=O)N[C@@H](CC(C)C)C(=O)NCCC(C)C (stereo partly drawn)
→ 2%, 5%
(35) CN(C)C(=O)NC1CCCCCCC1
→ 5%, -3%
(36) CCOC(=O)N1CCN(/[N+]([O-])=N/Oc2ccc([N+](=O)[O-])cc2[N+](=O)[O-])CC1C (stereo not drawn)
→ -12%, -5%
(37) COc1cc(NS(=O)(=O)c2ccc([N+](=O)[O-])cc2)c2ncccc2c1
→ -2%, 7%
(38) CC(=O)Nc1ccn(C2OC(C(COC(C)=O)NC(=O)C3CCCN3C(=O)OC(C)(C)C)C(OC(C)=O)C2OC(C)=O)c(=O)n1 (stereo not drawn)
→ 3%, -2%
(39) COc1ccc(SCC(Cc2ccccc2)N2CCN(CCc3ccccc3)CCC2=O)cc1 (stereo not drawn)
→ 12%, -9%
(40) C=CCOC(=O)C(=C)C
→ -3%, -4%
(41) C[C@H]1C(=O)N(S(=O)(=O)c2ccc([N+](=O)[O-])cc2)[C@H]1c1ccc(F)cc1
→ -6%, -7%
(42) CSCC[C@H](NC(=O)[C@H](CC(C)C)NC(=O)CNC(=O)[C@H](Cc1ccccc1)N(C)C(=O)[C@H](Cc1ccccc1)NC(=O)[C@H](CC(=O)O)NC(=O)[C@@H](N)CC(=O)O)C(N)=O
→ -6%, -1%
(43) COc1ccc(C2=Nn3c(nnc3-c3cccc(OC)c3OC)SC2)c(OC)c1
→ 8%, 10%
(44) C=C1CCN(C(Cc2ccccc2)C(=O)NC2CCN(Cc3ccccc3)CC2)S(=O)(=O)c2ccccc21 (stereo not drawn)
→ 6%, 2%
(45) O=C(O)[C@H](Cc1c[nH]c2ccccc12)N1C(=O)C2=CCCC=C2C1=O
→ 1%, -1%
(46) CS(=O)(=O)c1ccc(CNC(=O)C2(C(F)(F)F)C/C(=C\Cc3ccccc3)CCCO2)cc1 (stereo not drawn)
→ 5%, -2%
(47) COc1cccc(CNc2ncnc3ccc(-c4c(C)noc4C)cc23)c1
→ 12%, 2%
(48) CC(=O)Nc1ccc(SCCN2CCN(CCc3ccccc3)CCC2=O)cc1
→ 7%, -12%
(49) C=C1/C(=C\C=C2\CCCC3(C)C2CCC3C(C)/C=C/C(O)C2CC2)CC(O)CC1O (stereo not drawn)
→ -8%, 4%
(50) O=P1(O)OP(=O)(O)OP(=O)(O)O1.[Al]
→ -2%, 0%

Only part of the results is shown, so the mix of outcomes need not match the whole.
